KDM5B inhibitor: Primary screen for KDM5B Histone Demethylases FDH-coupled qHTS; Potency, µM (highest dose often 57.7 µM), for inactives: at the top dose activity change, negative = inhibition, hits mostly inhibitors; 220,000 compounds, 2.6% hits; KDM5B demethylase, FDH-coupled NADH fluorescence (FDH is formaldehyde dehydrogenase); Lysine-specific demethylase 5B (Homo sapiens), Q9UGL1; active = well fitted inhibition curve with a large enough effect; inconclusive = small, poorly fitted or top-dose-only effect; inactive = no such curve, though single readings can be large or run the other way; note: 0% is about no effect; nearly all actives have a fitted effect of over 70% in size
Target sequence (Q9UGL1 whole entry, looked up): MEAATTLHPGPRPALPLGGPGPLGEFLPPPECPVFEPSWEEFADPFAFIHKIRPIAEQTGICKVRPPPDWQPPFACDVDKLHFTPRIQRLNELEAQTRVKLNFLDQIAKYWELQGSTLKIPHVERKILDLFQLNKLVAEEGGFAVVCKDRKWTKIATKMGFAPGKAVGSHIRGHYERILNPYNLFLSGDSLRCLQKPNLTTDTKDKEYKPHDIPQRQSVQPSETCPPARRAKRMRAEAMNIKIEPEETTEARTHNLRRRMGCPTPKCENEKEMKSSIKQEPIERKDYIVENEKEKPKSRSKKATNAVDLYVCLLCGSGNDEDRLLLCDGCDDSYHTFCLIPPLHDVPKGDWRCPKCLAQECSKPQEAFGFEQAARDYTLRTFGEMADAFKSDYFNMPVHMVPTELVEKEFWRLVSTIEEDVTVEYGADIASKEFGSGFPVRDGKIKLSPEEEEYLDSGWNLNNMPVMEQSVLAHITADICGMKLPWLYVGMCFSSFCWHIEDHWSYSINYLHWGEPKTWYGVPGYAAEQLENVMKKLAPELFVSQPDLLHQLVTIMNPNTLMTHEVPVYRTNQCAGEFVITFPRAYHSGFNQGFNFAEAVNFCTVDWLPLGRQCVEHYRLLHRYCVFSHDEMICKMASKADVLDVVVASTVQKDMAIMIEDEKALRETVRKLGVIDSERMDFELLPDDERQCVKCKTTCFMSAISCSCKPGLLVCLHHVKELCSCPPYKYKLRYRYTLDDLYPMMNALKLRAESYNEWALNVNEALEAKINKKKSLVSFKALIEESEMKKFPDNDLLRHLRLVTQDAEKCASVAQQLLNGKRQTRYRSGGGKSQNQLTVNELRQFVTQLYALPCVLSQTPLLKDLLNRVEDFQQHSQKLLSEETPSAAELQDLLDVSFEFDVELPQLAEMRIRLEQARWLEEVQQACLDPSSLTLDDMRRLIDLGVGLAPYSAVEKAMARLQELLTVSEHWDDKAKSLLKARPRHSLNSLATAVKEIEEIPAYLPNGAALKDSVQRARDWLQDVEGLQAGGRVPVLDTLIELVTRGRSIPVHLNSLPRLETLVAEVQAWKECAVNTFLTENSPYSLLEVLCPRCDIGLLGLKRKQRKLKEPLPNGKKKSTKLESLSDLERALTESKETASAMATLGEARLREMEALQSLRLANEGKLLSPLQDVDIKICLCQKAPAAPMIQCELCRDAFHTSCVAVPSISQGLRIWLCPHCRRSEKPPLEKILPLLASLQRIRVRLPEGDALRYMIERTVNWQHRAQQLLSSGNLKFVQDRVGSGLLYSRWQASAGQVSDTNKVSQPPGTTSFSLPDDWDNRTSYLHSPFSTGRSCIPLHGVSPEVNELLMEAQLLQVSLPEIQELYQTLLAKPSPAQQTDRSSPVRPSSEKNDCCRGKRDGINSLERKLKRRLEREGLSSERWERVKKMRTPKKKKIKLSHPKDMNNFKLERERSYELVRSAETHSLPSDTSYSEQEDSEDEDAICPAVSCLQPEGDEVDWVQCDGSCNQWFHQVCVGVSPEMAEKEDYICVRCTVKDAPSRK
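KDM5BΔAP (200 nM final) in 50 mM HEPES pH 7.5, 0.01% Tween-20 was preincubated 10 min at RT with compound over a concentration range. Substrate mix (H3K4me3 12.5 µM, α-KG 25 µM, Fe²⁺, ascorbate, NAD⁺, FDH) was added, and NADH fluorescence change over 30 min gave dose-response curves.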
Starred values were filed as active, the others as inactive; i = inactive; ? = inconclusive; & = joins results of further samples; [ ] = another dose, or the depositor's remark. Potency is the fitted concentration of half-maximal effect.

SMILES,KDM5B inhibitor
CCC(=O)N1CCc2cc(S(=O)(=O)NCCC(=O)Nc3cccc(SC)c3)ccc21,7.1%
Cn1c(-n2cccc2)c(-c2c(-c3ccc(F)cc3)[nH]c3c2c(=O)[nH]c(=O)n3C)c(=O)[nH]c1=O,-21.7%
CC(C)CN(C(=O)COC(=O)c1n[nH]c2ccccc12)C1CCS(=O)(=O)C1 (stereo not given),-29.0%
Cc1ccc(NC(=O)Cn2c(C)cc3nc4n(c(=O)c32)CCC4)c(C)c1,-4.9%
Cc1nc2cc(C(=O)Nc3ccccc3N3CCCC3=O)ccc2n1-c1ccccc1,4.1%
COc1ccc(O)c(-c2cc(-c3ccc(F)cc3)n[nH]2)c1,-23.0%
Cc1ccc([S+](=O)([O-])N2CCc3nc(C4CC4)nc(-c4ccc(Cl)cc4)c3C2)cc1,40.7%
CCCN(CCC)CCCNC(=O)Cn1cnc2onc(-c3ccc(F)cc3)c2c1=O,?
CCCCn1c(=O)n(-c2ccc(Br)cc2F)c(=O)c2c3c(sc21)CN(C(C)=O)CC3,?
CCCn1c(=O)c2sccc2n2c(CCCC(=O)N3CCN(c4cccc(Cl)c4)CC3)nnc12,?
Cc1c(N(Cc2ccc(F)cc2)Cc2ccc(F)cc2)c(=O)n(-c2ccccc2)n1C,-10.7%
FC(F)(F)c1ccc(-c2n[nH]c(=S)o2)nc1,-16.1%
COC(=O)c1ccc(OCC(O)Cn2cnc3cc(C)c(C)cc32)cc1 (stereo not given),3.2%
COc1ccc(NC(=O)c2cc3n(n2)CC(c2ccc4c(c2)OCO4)OC3)c(OC)c1 (stereo not given),35.5µM*
N#Cc1cc([N+](=O)[O-])ccc1NC(=O)COC(=O)C12CC3CC(CC(Br)(C3)C1)C2,6.5%
CCOC(=O)c1noc2ncn(CC(=O)Nc3cc(C)c(Cl)cc3OC)c(=O)c12,-3.4%
COc1ccc2oc(-c3ccc(C)c(NC(=O)COc4cc(C)cc(C)c4)c3)nc2c1,-75.9%
CCc1cnc(C2CCN(C(=O)OC(C)(C)C)CC2)[nH]1,-20.2%[149 µM]
Cc1ccccc1OCc1nc(C2CN(C(=O)Cc3cccc(F)c3)C2)no1,-24.4%
Cc1cc(=O)n(CC(=O)NCc2ccccc2Br)c(N2CCOCC2)n1,-13.8%
CCOc1ccccc1CNC(=O)CN1C(=O)c2cccnc2Oc2ccc(C)cc21,?
N#C/C(=C/c1cccc(Oc2ccccc2)c1)C(N)=O,-30.0%
Cc1ccc(C)c(NC(=O)Cn2ccn3nc(-c4ccc(F)cc4)c(CO)c3c2=O)c1,17.8µM*
COc1ccc(CNC(=O)CN(c2ccc(C(C)C)cc2)S(=O)(=O)c2c(C)n[nH]c2C)cc1,2.1%
COc1ccc(NC(=O)c2sc3nc(C)c(C(=O)Nc4ccc(C)cc4C)c(-c4ccccc4Cl)c3c2N)cc1,?
O=c1[nH]c(CN(CCO)CCO)nc2c1C1(CCCCC1)Cc1ccccc1-2,7.9%
Cc1ccccc1NC(=O)c1sc(N)c(C#N)c1C,2.0%
Cc1cccc(OCC(=O)N2CCC3(CC2)N(C)C(=O)CS3(=O)=O)c1,14.2%
CCN(CC)C(=O)COc1ccc(/C(C)=N/Nc2ncc(Cl)cc2Cl)cc1,8.9%
N#C/C(=C\c1ccccc1)c1nc(-c2cc3cc(Br)ccc3oc2=O)cs1,-13.5%[11.5 µM]
Cc1ccc(CN2CCN(Cc3nc(C(C)C)cs3)CC2CCO)cc1 (stereo not given),-14.8%
NC(=O)C1CCN(CCS(=O)(=O)c2ccc(Cl)cc2)CC1,28.6%
CCOC(=O)c1oc2ccc(S(=O)(=O)N3CCC(c4noc(C5CC5)n4)C3)cc2c1C (stereo not given),-6.6%
COc1ccccc1NC(=O)C1=C(C)Nc2nc(SCc3cc(C)ccc3C)nn2C1c1ccccc1 (stereo not given),-11.6%
CC(C)NC(=O)c1nc(-c2ccc([S+](C)(=O)[O-])cc2)c2ccccn12,i
Cc1nc(NCCc2nc3ccccc3n2C)cc(C2CC(O)C2)n1 (stereo not given),-20.5%
Cc1cccc(CNC(=O)c2ccc(N3Cc4ccccc4Oc4ncccc43)s2)c1,20.0%
CCCCCCCCCCCCCCCCNC(=O)CC#N,17.4%
CCn1c(NCCCO)nc2c1c(=O)[nH]c(=O)n2C,7.0%
CCOC(=O)c1cccc(NC(=O)Nc2ccc3c(c2)N(C)C(=O)c2ccccc2S3)c1,-24.5%
CCOC(=O)c1cccnc1N1C[C@H]2OC(=O)N(Cc3ccccn3)[C@H]2C1,28.2µM*
NC(=O)CN1CCC(C(=O)NCCCc2csc(N)n2)CC1,14.3%
O=C(CCc1nc(-c2ccncc2)no1)Nc1ncc(Cc2ccccc2)s1,9.8%
COc1ccc(F)cc1-c1ccc(C(=O)NCCCn2ccnc2C(C)C)cn1,28.2µM*
COc1cccc(-c2nc3ccccc3c(=O)o2)c1,17.8%
Nc1ccccc1C(=O)NCCCNC(=O)c1cnccn1,10.0%
COc1ccccc1-c1ccc(/C=C2\C=CC(=O)O2)o1,?
Cc1cccc2c(C(=O)NCc3ccco3)cc(-c3cccnc3)nc12,?
Cc1cc(-c2ccc(C)c(S(=O)(=O)Nc3ccc(C)c(N(C)C)c3)c2)on1,-16.3%
COC(=O)c1cc(NC(=O)OCc2ccccc2)cc(C(=O)OC)c1,7.2%

Continuation.
SMILES,KDM5B inhibitor
COc1ccc(CCNc2nc3cc(OC)c(OC)cc3c3nc(-c4ccccc4)nn23)cc1OC,?
COc1ccc(NC(=O)CSc2cn(CCNC(=O)c3c(F)cccc3F)c3ccccc23)cc1,?
Cc1ncccc1C(=O)N1C[C@@H](COCC2CC2)[C@H](c2ccccn2)C1,11.7%
CN1CCNc2nc(COc3ccccc3OC(F)(F)F)n(Cc3ccccc3)c2C1=O,-9.7%
CCOC(=O)c1ccc(Nc2c(C(=O)OCC)cnc3c(Cl)cccc23)cc1,2.3%
Cc1ccc(NC(=O)C(=O)NCCN2CCN(C(=O)c3ccc(Br)cc3)CC2)cc1,2.3%
Cc1ccccc1-c1ccc(COc2ccc3c(cnn3CCC(=O)O)c2)cc1,?
COCCN1CCC(N2CCN(S(=O)(=O)c3ccccc3)CC2)C1=O (stereo not given),0.8%
Cc1ccc(-n2c(C3CCN(C(=O)c4ccco4)CC3)n[nH]c2=O)cc1,38.5%[activator]
Cn1c(SCC(O)c2ccccc2)nnc1-c1ccc2ccccc2c1 (stereo not given),-2.3%

Structural class, the entries above with a CF3 group.
SMILES,KDM5B inhibitor
FC(F)(F)c1ccc(-c2n[nH]c(=S)o2)nc1,-16.1%
CN1CCNc2nc(COc3ccccc3OC(F)(F)F)n(Cc3ccccc3)c2C1=O,-9.7%

Going on with the list.
SMILES,KDM5B inhibitor
O=C(Nc1cccnc1N1CCCCC1)c1cc(C2CC2)[nH]n1,-15.6%
COc1ccc(CNC(=O)C2=Cc3cccc(OC)c3OC2)cc1OC,-10.5%
COc1ccc(CN(C(=O)Nc2cccc(OC)c2)C2CCN(C(C)=O)CC2)cc1,-35.6%
CCOc1ccc(NC(=O)CC2C(=O)N(c3ccc(OC)cc3)C(=O)N2CCC2=CCCCC2)cc1 (stereo not given),-3.8%
O=C(CCn1cnc2ccccc2c1=O)NC1CCCN(CCc2ccccc2)C1 (stereo not given),?
COc1cc(OC)cc(C(=O)N2CCC[C@H]2c2nc(-c3ccccc3)no2)c1,2.9%
O=C(c1cc(=O)[nH]c2cc(F)ccc12)N1CCCC(CCc2ccc(F)cc2)C1 (stereo not given),?
CC1=C[C@@H](CNS(=O)(=O)c2ccccc2)[C@H](C(C)C)C[C@H]1CC(=O)NCc1ccc(C#N)cc1,?
C=CCNC(=O)NC(=O)CSc1nc(-c2ccco2)nc2ccccc12,-8.7%
COc1cccc(C(=O)N2CC(Oc3ccccc3-c3nc(-c4cnccn4)no3)C2)c1,13.5%
Cc1cnc2c(S(=O)(=O)N3CCCC3)cccc2c1,-4.7%
CC(C)(C#N)C(=O)NCCc1ccc(OCc2ccccc2)cc1,18.0%
CC(C)n1cc2cc(C(=O)O)sc2c1,?
CN1CCCN(CC(=O)N2C[C@H](NS(C)(=O)=O)[C@@H](C3CC3)C2)CC1,?
CCCc1nnc2sc(-c3ccc(CNC(=O)c4ccc(OC)c(Br)c4)cc3)nn12,-10.7%
CC(C)NC(=O)c1ccn[nH]1,16.8%
CCOc1c(Cl)cc(CNCc2cccc(C#N)c2)cc1OC,11.3%
Cc1nc2c3cc(Cl)ccc3n(CCN3CCOCC3)c2s1,19.1%
O=C(NC1CCN(c2cc(-c3ccccc3)[nH]n2)CC1)c1ccc(Cl)cc1,-6.9%
Cc1cn2c(N)c(/C=C3\C=Nc4ccccc43)c(=O)nc2s1,29.8%
CCCCSCC(O)CSc1nc(-c2ccccc2)cc(-c2ccc(C)cc2)c1C#N (stereo not given),?
COc1ccc(OC)c(NC(=O)c2cccc3c2CCN3C(=O)c2ccc(F)cc2)c1,?
O=C(CSc1ccc2ccccc2c1)N(C1CCCCC1)C1CCS(=O)(=O)C1 (stereo not given),7.8%
CCOC(=O)C1=C(C)OC(n2cccc2)=C(C#N)C1c1cc(OC)ccc1OC (stereo not given),-11.8%
O=C(CC(=O)c1ccccc1Cl)c1ccccc1Cl,-13.0%
Cn1ccc(C(=O)N2CCC(c3nnc4n3C(C(=O)NCCc3ccc(Cl)cc3)CC4)CC2)n1 (stereo not given),21.7%[115 µM]
COc1ccc(C(=O)NCc2nnc(SCC(=O)Nc3ccccc3)n2-c2ccccc2)cc1,4.2%
Cc1nn(C)c(C)c1CC(=O)Nc1nc(-c2ccc(F)cc2)c(C)s1,10.7%
Cc1ccc(CCN2CCCC3(Cc4ccccc4CN([S+](C)(=O)[O-])C3)C2)cc1 (stereo not given),16.8%[115 µM]
COc1ccc(CCNC(=O)CCCCn2c(=O)c3ccccc3n(CC(=O)Nc3c(C)cccc3C)c2=O)cc1OC,2.2%
Cc1nn2c(N3CCOCC3)cc(C(C)C)nc2c1-c1ccccc1,140.1%[activator]
CCn1ccnc1C1CCN(C(=O)Cn2cccnc2=O)CC1,?
O=C(NCCc1ccccc1)c1cc(Nc2ccccc2)nc2ccccc12,?
CC1CCN(CCCNC(=O)c2ccccc2C(F)(F)F)CC1,8.3%
C/C(=N\NC(=O)c1cccs1)c1cccc(Br)c1,76.7%[activator]
O=C(Nc1cccc(F)c1)N1CCC2(CC1)SCC(=O)N2Cc1ccco1,4.6%
O=C(CCSC1CCc2ccccc2NC1=O)Nc1ccccc1 (stereo not given),5.0%
Nc1nnc(SCC(=O)Nc2ccccc2)s1,?
CCc1nc(C)sc1C(=O)N1C[C@@H](C(=O)O)[C@H](c2cccc(OC)c2)C1,-2.8%
O=C(NC1(C(=O)O)CCCCC1)C1CCC1,18.4%

Arranged by molar mass (lowest first): part of the list above.
SMILES,KDM5B inhibitor
O=C(NC1(C(=O)O)CCCCC1)C1CCC1,18.4%
Nc1nnc(SCC(=O)Nc2ccccc2)s1,?
O=C(CCSC1CCc2ccccc2NC1=O)Nc1ccccc1 (stereo not given),5.0%

Next part
SMILES,KDM5B inhibitor
O=C(Nc1ccccc1)c1ccc(N2CC3CCC(C2)N3CC(F)(F)F)nn1,-11.8%[115 µM]
CCc1ccc(-c2cn3nc(-c4ccccc4)cnc3n2)cc1,-9.2%
CCCCSc1nc2c(c(=O)[nH]c(=O)n2C)n1C(C)C,8.4%
CCC(=O)Oc1c(Sc2ccc(Cl)cc2)c(C)nn1C(C)(C)C,-25.3%
COC(=O)[C@H](Cc1ccc(OC)cc1)NC(=O)[C@H]1CN(C(=O)Nc2ccccc2)CCN1C(=O)NC(C)C,17.4%
CN(CCC#N)c1ccc(/C=N/NC(N)=S)cc1,?
COc1ccc(CNC(=O)N[C@@H]2CN(c3ccncn3)C[C@H]2CN(C)C)cc1,-21.0%
COc1ccc(/C=C2/N=C(SC)NC2=O)cc1OC,-14.3%
O=C(NCCN1CCCC1)c1nn(Cc2ccccc2)c(=O)c2ccccc12,6.3%
CC1=C[C@@H](CNCc2ccc(Cl)cc2)[C@H](C(C)C)C[C@H]1Cc1nnc(-c2cncn2C)o1,-3.5%
CCc1ccc(CNC(=O)C2CCN(c3nn4cc(-c5ccc(OC)cc5)nc4s3)CC2)cc1,-3.2%
COc1ccc(S(=O)(=O)n2nc(-c3ccco3)nc2NCc2ccc(C(C)C)cc2)cc1,-0.5%&-24.8%
O=c1c2cc(Cl)ccc2nc(-c2ccc(Cl)c(Cl)c2)n1O,?
CC1CCN(CC2CCCN(c3ncccc3C#N)C2)CC1 (stereo not given),?
O=C(CCc1c[nH]c2ccccc12)N1CCN(C(=O)c2ccco2)CC1,-3.7%

Assay outcomes: PubChem BioAssay, National Center for Advancing Translational Sciences (NCATS)

The list is partial, so the mix of outcomes need not match the whole.
